# Compound activity: PubChem, National Center for Advancing Translational Sciences (NCATS)
# GCN5L2 inh: qHTS Assay for Inhibitors of GCN5L2; GCN5L2 HAT assay, ThioGlo1 CoA-SH fluorescence; 0.21% of 390,000 active; Potency, µM (titrated, usually from 58.9 µM), for the others: at the highest dose activity change, negative = inhibition, usual class: inhibitors
#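 Free CoA generated was detected with ThioGlo1 (50uM) fluorescence at Ex340nm/Em540nm, read immediately and after 20 min at room temperature. Enzyme, 20 nM in HEPES pH 7.5 buffer, saw compounds 15 min before adding 75uM H3(1-25) peptide and 70uM acetyl-CoA.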
# N370S GC: qHTS Assay for Inhibitors and Activators of N370S glucocerebrosidase as a Potential Chaperone Treatment of Gaucher Disease. 0.092% of 330,000 active. Potency, µM (top dose mostly 59.4 µM), for inactives: top-dose activity change, negative = inhibition, usual class: inhibitors. N370S GC spleen homogenate, 4MU-glucoside fluorescence. Lysosomal acid glucosylceramidase (Homo sapiens), P04062;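 also: 0% = full enzyme activity and -100% = no enzyme basal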
# FEN1 inh: qHTS Assay for the Inhibitors of Human Flap endonuclease 1 (FEN1) | P39748 | Potency, µM (top dose mostly 114 µM), without a hit: top-dose activity change, negative = inhibition, actives largely listed as inhibitors | Recombinant FEN1 flap cleavage, fluorescence, 15 min | 0.35% of 390,000 active; also: nearly all actives have a fitted effect of over 65% in size
# Target sequence (P39748 whole entry, looked up): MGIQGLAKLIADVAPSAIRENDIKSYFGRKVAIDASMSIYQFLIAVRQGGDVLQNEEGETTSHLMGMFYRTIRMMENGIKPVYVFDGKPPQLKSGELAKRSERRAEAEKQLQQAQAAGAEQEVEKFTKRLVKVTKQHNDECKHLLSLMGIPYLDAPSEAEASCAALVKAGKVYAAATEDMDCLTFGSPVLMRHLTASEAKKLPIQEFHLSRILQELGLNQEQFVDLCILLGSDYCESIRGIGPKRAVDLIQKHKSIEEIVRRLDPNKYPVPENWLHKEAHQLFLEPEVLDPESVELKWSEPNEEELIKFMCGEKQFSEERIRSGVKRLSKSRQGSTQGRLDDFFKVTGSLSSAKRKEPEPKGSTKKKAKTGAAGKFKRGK
#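 In this screen, 50 nM flap DNA substrate was added to 10 nM FEN1 pretreated with compound for 15 min at room temperature; cleavage was followed with reads at 0 and 15 min, and Hill fitting gave concentration–response parameters.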
# * hit, by the source's call; u = inconclusive; x = not tested or not shown; & = joins results of further samples; [ ] = dose if it differs, or a comment. Calls follow the shape of the dose curve; as a rule, active = well fitted curve in the direction sought with a large enough effect; inconclusive = small, poorly fitted or top-dose-only effect, or another doubt; inactive = no such curve, though single readings can be large; an effect the other way counts as inactive or inconclusive. Unless noted, % is scaled to controls: 0 for no effect and ±100 for the full control effect; potency is read from the fitted curve at half-maximal effect. Not all compounds are listed, so the mix of outcomes need not match the whole.
SMILES,GCN5L2 inh,N370S GC,FEN1 inh
O=C(c1ccccc1)c1ccc(OCC(O)CNC2CCCc3ccccc32)cc1 (stereo not given),1%,-29%,4%
COc1ccc(C2C(C#N)=C(N)Oc3c2c(C)nn3-c2ccccc2)cc1Cn1nc(C)c([N+](=O)[O-])c1C (stereo not given),-8%,u,-16%
O=C(COc1ccc(Br)cc1)NCCNC(=O)c1cccnc1,0%,-2%,3%
COc1ccc(-n2c(N3CCN(C)CC3)nc3sc4c(c3c2=O)CCCCC4)cc1,-8%,11%,-2%
CC1CCCN(CCCNC(=O)c2cc(Sc3ccc(F)cc3)nc3ccccc23)C1 (stereo not given),13%,x,-13%
O=C(COc1ccccc1)Nc1ccccc1C(=O)NCc1ccco1,1%,13%,-13%
N#C/C(=C\Nc1ccc(Cl)cc1)S(=O)(=O)c1ccccn1,-5%,-1%,-11%
COc1ccc(-n2c(N)c(C(=O)NCc3cccnc3)sc2=S)cc1,-8%,0%,10%
CCCN1CCN(C(=O)Nc2cccc(C(F)(F)F)c2)CC1,1%,11%,14%
O=C(Oc1cccc(NC(=O)c2cccs2)c1)c1cccc(S(=O)(=O)N2CCCC2)c1,-5%,-5%,2%
CC(C)(C)N1C(=O)c2ccc(C(=O)Nc3ccc(O)cc3)cc2C1=O,-2%,-4%,-3%
N#CCCn1c(=O)c(-c2ccc(F)cc2)nc2cnc(N3CCNCC3)nc21,-18%,21%,x
Cc1ccc(-c2nnn(CC(=O)N(Cc3ccco3)C(C(=O)NC(C)(C)C)c3ccncc3)n2)o1 (stereo not given),-3%,11%,-13%
Cc1ccccc1NC(=O)CSc1nnc(-c2ccco2)c(-c2ccco2)n1,u,0%,56µM*
NC(=O)c1nsc(C(=O)N(c2ccc(F)cc2)C(C(=O)NCC2CCCO2)c2c[nH]c3ccccc23)c1N (stereo not given),-10%,0%,-11%
Cc1c(C)c2ccc(OC(C)C(=O)NCc3ccccn3)cc2oc1=O (stereo not given),0%,u,4%
O=C(CCC(=O)OCC(=O)c1ccc(Cl)cc1Cl)Nc1cccc2cccnc12,1%,9%,-2%
CC(=O)c1ccccc1NC(=O)CC1(CC(=O)O)CCCCC1,0%,-14%,1%
Cc1ccc2nc(C)cc(C(=O)N3CCCC(CO)(Cc4ccccc4C)C3)c2c1 (stereo not given),-22%,-23%,-19%
O=C(Cc1coc2cc(O)ccc12)NNC(=O)c1cccs1,-4%,x,10%
Cc1ccc(NC(=S)N/N=C2/CCCc3c(C)cc(C)cc32)cc1,-5%,20%,1%
COc1cccc(CNc2ccc(F)c(Cl)c2)c1O,-1%,1%,-21%
COc1cccc(NC(=O)CN2C(=O)C(=O)N(C3CCCC3)C2=O)c1,-2%,x,-3%
COc1ccccc1C(=O)NCCC(=O)NC1CCCCC1C (stereo not given),0%,-1%,-3%
CCOC(=O)Cn1cc(/C=C/[N+](=O)[O-])c2ccccc21,-3%,-3%,7%
CCOC(=O)N[C@H](Cc1c[nH]c2ccccc12)C(=O)NC1CC1,-1%,13%,8%
COC(=O)c1ccc(Nc2nc(-c3ccccc3Cl)nc3ccccc23)cc1,-9%,x,-17%
CCOC(=O)/C(C(=Nc1ccccc1)Nc1ccccc1)=C(\C)O,-4%,0%,-12%
O=C(c1csnn1)N1CCC2(CCN(Cc3cc(C(F)(F)F)cc(C(F)(F)F)c3)CC2)CC1,-15%,-6%,x
CCCC(=O)C1=C(O)C(C(=O)OC)C(C)(C)CC1=Nc1ccc(Br)cc1 (stereo not given),-6%,u,-7%
COC(=O)c1c(NC(=O)CC2Nc3ccccc3NC2=O)sc(C)c1C (stereo not given),-11%,21%,3%
CC(Sc1nnc2n1CCCCC2)C(=O)Nc1ccc(S(N)(=O)=O)cc1 (stereo not given),-1%,1%,0%
CCOC(=O)c1c(NC(=O)CSc2nnc(-c3ccccc3)o2)sc(C(C)=O)c1C,7%,0%,-25%
Cc1ccc(OCCn2c(SCCO)nc3c(N)ncnc32)cc1,-3%,-11%,-7%
COc1ccc2nc3c(cc2c1)c(NC(=O)C1CCCO1)nn3CC(C)C (stereo not given),-16%,6%,-8%
CCc1cccc(C)c1NS(=O)(=O)c1cccs1,-4%,2%,13%
COc1ccc(C(=S)N2CCOCC2)cc1OC(=O)c1cc(OC)c(OC)c(OC)c1,-13%,9%,-3%
CC1=C(C(=O)OCC2CCCO2)C(c2ccccc2OC(C)C)C2=C(CC(c3ccco3)CC2=O)N1 (stereo not given),-7%,0%,11%
CCC(C)n1c(=S)[nH]c2ccccc2c1=O (stereo not given),-4%,16%,-1%
Cc1ccc(C2CC(c3cccs3)=NN2C(=O)CSC2=NN3CCCC(=O)N=C3S2)cc1 (stereo not given),-11%,1%,10%
Cc1ccc(S(=O)(=O)CCC(=O)OCc2ccccc2F)cc1,-13%,12%,-2%
Cc1nc2nc(-c3ccc(Cl)cc3)[nH]n2c(=O)c1C,-2%,-2%,x
CN(C)c1ccc(/C=N/NC(=O)CN(c2ccccc2Cl)S(C)(=O)=O)cc1Br,u,-26%,-2%
Cc1ccc(NC(=O)CSc2nnc(NC(=O)c3ccc(S(=O)(=O)N4CCOCC4)cc3)s2)cc1,-1%,-7%,5%
O=C(NCc1cccc(OC(F)(F)F)c1)c1ccc2c(c1)S(=O)(=O)c1cc(Cl)ccc1C2=O,-8%,x,-8%
O=C1NCCN/C1=C\C(=O)c1ccccc1,0%,-5%,-11%
Cc1ccc(C(=O)Cn2nnc(-c3ccccc3-n3cnnn3)n2)cc1,0%,10%,2%
COc1cc2c(cc1OC)CN(Cc1ccc(OC)c(C)c1OC)CC2,0%,4%,-5%
O=C(N1CCNCC1)N1CCOCC1,0%,3%,x
COc1ccc(Nc2ccnc(Nc3ccc(OC)cc3)n2)cc1,-3%,u,-15%
O=C(CSc1nncn2c1cc1sccc12)Nc1ccccc1C(F)(F)F,0%,x,3%
COCCSc1ccccc1C(=O)Nc1cc(C)ccn1,-9%,-2%,8%
O=C(O)CC(C(=O)NC1CCCCC1)C1CCCO1 (stereo not given),3%,-9%,-2%
Cc1cc2nc(C3CCN(C(=S)NCC(C)C)CC3)[nH]c2cc1C,2%,-13%,11%
c1ccc(CCCCNCC2COc3ccccc3O2)cc1 (stereo not given),2%,-3%,12%
CCOc1ccc(CNC(=O)CCc2c(C)nn(-c3ccc(N4CCOCC4)nn3)c2C)cc1,0%,x,20%
Cc1cc(S(=O)(=O)N2CCOCC2)ccc1OCC(=O)NCc1ccco1,4%,0%,1%
COc1ccc(-c2nnc(SCC(=O)NC(=O)Cc3ccccc3)n2C)cc1,-2%,x,-4%
CCCc1cc(=O)n2[nH]c(-c3cc(OC)c(OC)c(OC)c3)nc2n1,0%,-7%,-4%
O=S(=O)(NC1CC1)c1ccc(S(=O)(=O)N2CCN3CCCC3C2)cc1 (stereo not given),-3%,5%,1%

# Exported with values under each structure: 4 of the compounds above.
# Each structure is followed by: GCN5L2 inh, N370S GC, FEN1 inh
COc1ccc(Nc2ccnc(Nc3ccc(OC)cc3)n2)cc1
 : -3%, u, -15%
O=C(CSc1nncn2c1cc1sccc12)Nc1ccccc1C(F)(F)F
 : 0%, x, 3%
COCCSc1ccccc1C(=O)Nc1cc(C)ccn1
 : -9%, -2%, 8%
O=C(O)CC(C(=O)NC1CCCCC1)C1CCCO1 (stereo not given)
 : 3%, -9%, -2%

# The main list resumes; the two compounds before the break are reprinted first.
SMILES,GCN5L2 inh,N370S GC,FEN1 inh
CCCc1cc(=O)n2[nH]c(-c3cc(OC)c(OC)c(OC)c3)nc2n1,0%,-7%,-4%
O=S(=O)(NC1CC1)c1ccc(S(=O)(=O)N2CCN3CCCC3C2)cc1 (stereo not given),-3%,5%,1%
Cc1ccc(NC(=O)CSc2nccn2C)cc1F,u,-15%,12%
Cc1ccc(S(=O)(=O)N2CCCC(C(=O)NCC3CCCO3)C2)cc1 (stereo not given),5%,-1%,-5%
CCn1cc(C(=O)OCC(=O)Nc2c(C)cccc2C)c(=O)c2ccc(C)nc21,1%,21%,2%
O=C(N/N=C/C=C/c1cccc([N+](=O)[O-])c1)C(O)c1ccccc1 (stereo not given),-8%,-2%,7%
COC(=O)c1c(NC(=O)COC(=O)Cn2cnc3ccccc32)sc(C)c1C,-7%,4%,2%
CN1C(=O)C(O)(CC(=O)c2cccnc2)c2ccccc21 (stereo not given),2%,2%,-13%
CC(=O)Nc1ccc(S(=O)(=O)NNC(=O)c2ccc([N+](=O)[O-])cc2)cc1,-2%,-14%,-1%
COc1cc2[nH]c(=O)n(CCCC(=O)NCCc3ccccc3)c(=O)c2cc1OC,0%,8%,-4%
COc1ccccc1CNC(=O)c1ccc(N2Cc3cccc(OC)c3Oc3ncccc32)s1,0%,x,-2%
CCCCn1c(C(C)NC(=O)COC)nc2ccccc21 (stereo not given),-3%,2%,-4%
COc1ccc(C(=O)Nc2cc3c(cc2OC)CCCC3)cc1Br,5%,7%,0%
CCOC(=O)c1sc(NCCNc2nc(C)c(C(=O)OCC)s2)nc1C,-4%,-8%,-8%
S=C(NC1CC1)N1CCCc2ccccc21,2%,-3%,-5%
CC(C)[C@H](N)c1nnc(SC/C=C/c2ccccc2)o1,54%[activator],-3%,-10%
Cc1cccc(Oc2sc(C(=O)c3ccccc3)c(N)c2C#N)c1C,-12%,-3%,-15%
CC(C)(C)N(Cc1ccccc1)C(=O)COC(=O)CNS(=O)(=O)c1ccc2ccccc2c1,5%,x,-9%
CN(C)c1ccc(-c2ccc3ncnc(N(C)C)c3c2)cc1,-5%,-8%,x
Cc1ccc(NC(=O)CSc2ncc3ccccn23)cc1,-1%,5%,3%
Cc1cccc(NC(=S)Nc2ccccn2)c1,-1%,24%,3%
Cc1cccc2cc(C3CC(c4ccco4)=NN3S(C)(=O)=O)c(Cl)nc12 (stereo not given),u,-11%,-25%
Cc1ccc(OS(=O)(=O)c2ccc(N3C(=O)CCC3=O)cc2)cc1,-1%,2%,-2%
CCOc1ccc(-c2csc3ncn(-c4ccc(OC)cc4)c(=O)c23)cc1,-2%,0%,-9%
O=C(NCc1ccccc1Cl)c1cnc(N2CCOCC2)c2ccccc12,-5%,x,14%
O=C(Nc1cccc(-c2ccc(F)cc2)c1)C1CCCN(Cc2cccnc2)C1 (stereo not given),-37%,-18%,2%
Cc1ccc2cc(C#N)c(N3CCCC3)nc2c1C,-13%,-5%,-5%
C=CCOc1ccc(/C=C/C(=O)N2CCCN(S(=O)(=O)c3c(C)noc3C)CC2)cc1,0%,-10%,0%
Cn1ccc2cc(S(=O)(=O)N3CCN(C(=O)Nc4ccccc4F)CC3)ccc21,8%,x,13%
COc1ccc(NC2CC(=O)N(c3ccc(C(=O)O)cc3)C2=O)cc1 (stereo not given),-5%,-3%,0%
CCOC(=O)N1CCN(S(=O)(=O)c2ccc(C(=O)Nc3nnc(CC)o3)cc2)CC1,-6%,12%,0%
CC(C)[C@H](NC(=O)c1ccco1)C(=O)Nc1ccc(OC(F)F)cc1,-1%,-7%,0%
CCOc1ccccc1C(=O)n1nc2nc(C)cc(C)c2c1N,-5%,13%,0%
C=C1CCN([C@H](C(=O)NCc2ccco2)C(C)C)S(=O)(=O)c2ccccc21,-15%,-5%,-3%
COc1cccc(NC(=O)c2ccc3nsnc3c2)c1,3%,-17%,-10%
CCC(C)COC(=O)C(C#N)c1nc2ccccc2nc1N1CCCCC1 (stereo not given),-6%,9%,-1%
CN1CCN(c2ccc(S(=O)(=O)N3CCCCC3)cc2NC(=O)CCc2ccccc2)CC1,3%,x,-5%
COC(=O)[C@]1(C)N[C@H](c2ccc(-c3cccc(Cl)c3)c(OC)c2)[C@@H]2C(=O)N(C)C(=O)[C@@H]21,-6%,x,-20%
Cc1ccc(C)c(N(CC(=O)Nc2ccc(-c3nc4ccc(C)cc4s3)cc2)S(C)(=O)=O)c1,-4%,12%,-17%
CC(C)(C)NC(=O)CN(C(=O)CS(=O)CC(=O)Nc1ccc(F)cc1)c1ccccc1 (stereo not given),-1%,3%,-13%
O=C(O)Cc1ccc(O)c(O)c1,-12%&-21%,0%&-5%&1%,17%
Cn1nc(C(F)(F)F)c(C#N)c1N1CCN(c2ccccc2F)CC1,x,4%,2%
O=C(CN(Cc1ccccc1Cl)C(=O)c1csnn1)NCc1ccccc1,2%,-12%,-13%

# Profiles, quoted from the list. Order of screens: GCN5L2 inh	N370S GC	FEN1 inh
# Entry for `CN1CCN(c2ccc(S(=O)(=O)N3CCCCC3)cc2NC(=O)CCc2ccccc2)CC1` → 3%	x	-5%
# Entry for `COC(=O)[C@]1(C)N[C@H](c2ccc(-c3cccc(Cl)c3)c(OC)c2)[C@@H]2C(=O)N(C)C(=O)[C@@H]21` → -6%	x	-20%
# Entry for `CC(C)(C)NC(=O)CN(C(=O)CS(=O)CC(=O)Nc1ccc(F)cc1)c1ccccc1` (stereo not given) → -1%	3%	-13%
# Entry for `Cc1ccc(C)c(N(CC(=O)Nc2ccc(-c3nc4ccc(C)cc4s3)cc2)S(C)(=O)=O)c1` → -4%	12%	-17%
# Entry for `O=C(CN(Cc1ccccc1Cl)C(=O)c1csnn1)NCc1ccccc1` → 2%	-12%	-13%
